Arrestin-AP2 inh = blocks beta-arrestin peptide binding to AP2 adaptin; inhibition, % at 10 µM; FITC-arrestin peptide / GST-AP2 beads, flow cytometry; AP2 beta2 appendage carries R879A mutation; AID 504490; 340,000 compounds, 0.31% hits;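 active means inhibition above a set limit, near 3 SD of compounds lacking own fluorescence, cut at about 54% in these data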;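 further: plate controls were DMSO wells for no effect and 5 µM unlabelled arrestin peptide for full effect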
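System: GST-tagged AP2 beta2-adaptin appendage (R879A) on 4 µm glutathione beads / Reagent: FITC-arrestin peptide, 50 nM / Detection: HyperCyt-sampled flow cytometry, FL1 channel, ex 488/em 535 nm / Timing: 12 min plus 1 h, RT / Buffer or medium: PBS plus Tween 20 (0.05%) and BSA (0.1%)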
dFosB act = mouse delta FosB homodimer activation; activation, % at 25 µM; 340,000 compounds, 0.99% hits; P13346; purified delta FosB, TAMRA-CDK5 oligo fluorescence polarization; percent of positive-control signal above neutral wells; AID 493131;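 active means mean activation above about 17%, with every replicate also reaching it, limit read from the data, passing the limit was not always enough; inconclusive means only one of the two conditions met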;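 further: fluorescence polarization rise as delta FosB binds a TAMRA Cdk5 AP-1 oligo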
MITF TRPM1 HTS = increases MITF-driven TRPM1 promoter luciferase signal | AID 588334 | SK-MEL-5 TRPM1-promoter luciferase, 24 h; % of positive control, neutral wells = 0 | activation, % at 12.5 µM | 300,000 compounds, 0.75% hits;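 active means mean activation of at least 80% with every replicate also reaching 80%; inconclusive means mean reaches 80% but some replicate falls short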;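 further: 0% = neutral control wells and 100% = parthenolide positive control wells; values of inactives mirror those of a sister screen read the other way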
NSD2 inh = inhibitors of human histone methyltransferase NSD2; NSD2 peptide methylation, AlphaScreen, 120 min; inhibition, % at 12.5 µM; 310,000 compounds, 0.54% hits; in the data active means inhibition above about 50%
SR-BI DiI inh = mouse SR-BI HDL lipid transfer inhibition | ldlA[mSR-BI] CHO cells, DiI-HDL uptake fluorescence, 3 h | inhibition, % at 12.5 µM | 320,000 compounds, 0.96% hits | AID 488896;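 active means mean replicate inhibition of at least 70% and a set share of replicates each scoring 70 or more; inconclusive means meets just one of the two criteria; inactive means fails both criteria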;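 further: 0% = median of neutral control wells and 100% = median of positive control wells; values of inactives mirror those of a sister screen read the other way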
Target sequence (Q61009 whole entry, looked up): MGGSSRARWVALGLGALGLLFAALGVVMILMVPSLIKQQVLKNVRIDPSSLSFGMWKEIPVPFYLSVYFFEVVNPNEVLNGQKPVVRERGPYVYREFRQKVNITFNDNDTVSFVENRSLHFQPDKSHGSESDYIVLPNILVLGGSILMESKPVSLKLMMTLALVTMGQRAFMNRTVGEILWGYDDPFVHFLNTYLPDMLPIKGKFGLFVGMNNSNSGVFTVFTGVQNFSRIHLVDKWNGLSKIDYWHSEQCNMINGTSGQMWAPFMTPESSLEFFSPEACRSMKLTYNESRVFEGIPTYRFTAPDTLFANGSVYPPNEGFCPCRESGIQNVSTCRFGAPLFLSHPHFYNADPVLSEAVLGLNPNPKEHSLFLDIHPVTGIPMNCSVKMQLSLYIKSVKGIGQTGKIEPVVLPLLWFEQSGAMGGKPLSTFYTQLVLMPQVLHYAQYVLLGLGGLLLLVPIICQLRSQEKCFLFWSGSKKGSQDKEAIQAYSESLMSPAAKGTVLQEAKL
DSG3 Ab inh = blocks pemphigus antibody binding to human desmoglein-3. P32926. DSG3-coupled beads, scFv-anti-DSG3-GFP binding, flow cytometry; active compounds read low. binding (percent of control), % at 10 µM. 310,000 compounds, 0.48% hits. AID 588358;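 active means binding more than 3 SD below its plate's average and above zero; inconclusive means below that plate limit but binding exactly zero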;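 further: hits lower antibody fragment binding to DSG3; some compounds called inactive have numbers as strong as hits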
PKA-R2B activ = activates the human PKA-R2B holoenzyme complex; AID 504700; 340,000 compounds, 0.079% hits; activation, % at 11.4 µM; PKA-R2B holoenzyme dissociation, Cy5-IP20 fluorescence polarization; R2B truncated from residue 108, S112A mutant; 0% DMSO only, 100% 113 µM cGMP; P22694+P31323;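 active means activation above a cutoff set at the mean over all compounds plus 3 SD, cut at about 18% in these data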;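 further: higher means more holoenzyme dissociation and a rise in polarization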
Target sequence (P31323 whole entry, looked up, other chains not shown, the tested form may be a part): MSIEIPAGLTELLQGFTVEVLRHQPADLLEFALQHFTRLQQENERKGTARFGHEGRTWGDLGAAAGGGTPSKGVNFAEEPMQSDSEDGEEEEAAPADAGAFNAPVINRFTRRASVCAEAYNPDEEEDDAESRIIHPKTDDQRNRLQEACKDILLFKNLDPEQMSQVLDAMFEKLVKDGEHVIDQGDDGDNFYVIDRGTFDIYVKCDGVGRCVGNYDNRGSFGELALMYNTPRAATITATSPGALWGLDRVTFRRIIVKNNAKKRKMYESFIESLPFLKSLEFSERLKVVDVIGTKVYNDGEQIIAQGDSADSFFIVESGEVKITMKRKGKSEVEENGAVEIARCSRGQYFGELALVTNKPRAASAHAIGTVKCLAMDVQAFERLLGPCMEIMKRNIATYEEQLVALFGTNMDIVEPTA
SUMO Mot1 rescue = blocks SUMOylation pathway, rescuing yeast Mot1-301 growth. S. cerevisiae Mot1-301 growth rescue, ATP luminescence, 38.5C; percent above DMSO median, 100 means doubled. growth rescue, % at 18.8 µM. AID 2716. 320,000 compounds, 1% hits;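 active means every valid replicate shows activation above 250% relative to neutral control wells; inactive means the rest, any valid replicate at or below 250%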;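 further: OY570 slx delta 5 strain wells were the positive control but not used for scaling; some compounds called inactive have numbers as strong as hits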
SR-BI uptake up = SR-BI HDL lipid transfer activation. CHO ldlA[mSR-BI] cells, DiI-HDL uptake fluorescence, 3 h; 100 = double the neutral-control signal. activation, % at 12.5 µM. 320,000 compounds, 0.096% hits. AID 504775;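 active means mean replicate activation of at least 60% and every replicate at or above 60%; inconclusive means mean or all-replicate condition met, but not both; inactive means mean below 60% and not all replicates reaching 60%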;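 further: 0% = median plate neutral-control signal and 100% = twice that signal; values of inactives mirror those of a sister screen read the other way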
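Material: SR-BI-overexpressing, LDLR-lacking CHO cells; schedule: compound exposure 3 h, 37 °C; reagent: DiI-labelled HDL at 10 µg/mL final; technique: bottom-read fluorescence, 550/595 nm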
PKA-R1A activ = PKA-R1A complex activation | activation, % at 11.4 µM | P00514+P68181 | 340,000 compounds, 0.083% hits | PKA-R1A dissociation, Cy5-IP20 fluorescence polarization; scaled: DMSO 0%, 113 µM cGMP 100%;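 active means percent activation above the mean of all tested compounds plus 3 SD, cut at about 19% in these data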;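 further: higher means more PKAc released from R1A so a rise in polarization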
CDK5 inh = CDK5/p35 (human) kinase inhibition; Q00535+Q15078; Recombinant CDK5/p35, ADP-Glo luminescence, 60 min; inhibition, % at 10 µM; 330,000 compounds, 0.01% hits;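 active means highest replicate inhibition of at least 50% and at least 75% of replicates reaching 50%; inconclusive means only one of the two criteria met; inactive means both criteria failed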;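 further: plate controls were DMSO neutral control for no effect and GW8510 at 10 µM for full effect; many of its hits are not listed in these tables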
* = called active by the depositor; ? = inconclusive; nt = no result given. This is a random part of the collection (roughly 4.7% active in at least one column).

SMILES	Arrestin-AP2 inh	dFosB act	MITF TRPM1 HTS	NSD2 inh	SR-BI DiI inh	DSG3 Ab inh	PKA-R2B activ	SUMO Mot1 rescue	SR-BI uptake up	PKA-R1A activ	CDK5 inh
COc1cc2[nH]c(=O)n(CCCCCC(=O)N3CC=C(c4ccccc4)CC3)c(=O)c2cc1OC	1	-2	nt	nt	31	102	-3	-9	-31	-9	-0.4
CCOC(=O)c1ccc2[nH]c(C)c(CCC(C)=O)c(=O)c2c1	2	0	2	-1	-1	103	6	135	20	3	1.1
CCCN(CCC)C(=O)CC(c1ccccc1)c1cc(C)ccc1O (configuration not stated)	6	-7	-3	11	-31	100	-5	45	31	-11	0.1
O=S(=O)(c1ccc2c(c1)OCCO2)N1CCC(n2nnc3cc(F)ccc32)CC1	-6	-4	nt	2	-20	107	-7	93	20	-3	-0.2
COc1ccccc1NCC(=O)Nc1cc(S(=O)(=O)N2CCOCC2)ccc1N1CCOCC1	8	-4	9	-2	0	70	-6	0	0	-10	-0.1
Cc1ccc2c(c1)C=CC(C)(C)S2(=O)=O	-9	2	3	6	-13	84	0	205	13	-8	-0.6
COc1cccc(C2/C(=C(/O)c3ccccc3)C(=O)C(=O)N2Cc2ccco2)c1 (configuration not stated)	32	-15	nt	3	-3	92	nt	497*	3	nt	0.1
COc1ccc(C2CC(c3ccccc3)=NN2c2ccc(/C=N/NC(=O)c3ccncc3)cc2)cc1 (configuration not stated)	1	5	8	0	-16	100	-6	-1	16	-1	0.4
Cc1cc(NC(=S)NC(=O)c2ccccc2)ccc1-c1cc2ccccc2oc1=O	-5	-1	-41	0	48	98	-16	-1	-48	5	0.1
COc1ccc(S(=O)(=O)N(CCc2ccccc2)CC(N)=O)cc1	22	-5	8	-3	-9	109	-16	4	9	-8	1.3
COc1ccc(-c2[nH]ncc2CN2CCC(N3CCSCC3)CC2)cc1F	10	0	2	2	-4	103	8	3	4	15	2.2
COCCn1c(SCC(=O)N2CCCCC2)nc2c(c1=O)SC(C)C2 (configuration not stated)	13	-7	-5	-1	-7	111	-5	90	7	-8	-0.7
CC1(c2ccc(OC(F)F)cc2)NC(=O)N(CC(=O)Nc2cccc(S(N)(=O)=O)c2)C1=O (configuration not stated)	23	2	-1	1	nt	96	-7	nt	nt	-10	-2.5
CSC(=S)N/N=C/c1ccccc1	-11	4	9	-10	-6	92	-10	-26	6	-14	-0.3
CCN(CC)S(=O)(=O)c1ccc(NC(=O)CSc2cccc[n+]2[O-])cc1	-4	2	7	-1	6	99	1	-12	-6	-13	-0.9
O=C(O)c1ccccc1NS(=O)(=O)c1cccc2cccnc12	5	-2	3	-1	-1	107	-1	35	1	-7	-1.3
CCC1(c2ccc(F)cc2)NC(=O)N(CC(=O)NCc2ccccc2Cl)C1=O (configuration not stated)	6	-6	-3	-1	nt	90	0	-20	nt	0	-0.6
CCCCOCCCNC(=O)c1ccc([N+](=O)[O-])c(C)c1	3	-3	6	0	-32	103	4	-21	32	-16	-0.5
CCc1ccc(NC(=O)CC2C(=O)NCCN2C(=S)Nc2ccccc2)cc1 (configuration not stated)	0	-15	9	-1	-12	94	1	133	12	-18	0.6
COc1cccc(CN=c2c([N+](=O)[O-])nn(-c3ccccc3C)n2O)c1	6	-6	-20	3	16	83	2	-6	-16	-3	0.2
Cc1ccc(-c2noc(CSc3nc(N)cc(N)n3)n2)cc1	-13	-1	nt	1	5	nt	-3	7	-5	-6	-1.2
Cc1ccc(C(=O)NCC(=O)N2CCC(Cc3ccccc3)CC2)cc1	-10	-5	-7	-4	-16	113	-2	19	16	-7	-6.7
CCCn1nnnc1NCc1ccc(SC)cc1	3	1	nt	-2	-1	100	-7	-16	1	-7	-0.9
CN(C)S(=O)(=O)c1cccc(NC(=O)c2cc3ccccc3o2)c1	-2	-18	nt	-2	55	100	-4	2	-55	1	-0.7
O=C(NC1=NCCS1)C12CC3CC(C1)CC(C(=O)NC1=NCCS1)(C3)C2	-4	6	4	2	-38	104	-8	-12	38	-5	-2.5

Next compounds
SMILES	Arrestin-AP2 inh	dFosB act	MITF TRPM1 HTS	NSD2 inh	SR-BI DiI inh	DSG3 Ab inh	PKA-R2B activ	SUMO Mot1 rescue	SR-BI uptake up	PKA-R1A activ	CDK5 inh
CCCS(=O)(=O)N1CCN(Cc2ccco2)CC1	-4	2	-12	-1	-38	116	-6	-18	38	-5	0.3
CCN(CC)c1ccc(NC(=O)COC(=O)CCC(=O)c2ccc(F)cc2)cc1	14	-2	-2	-1	-20	96	2	91	20	2	-0.1
COc1ccc(NC(=O)CSc2nnc(-c3ccccc3Cl)n2Cc2ccco2)c(OC)c1	3	-8	-3	1	32	nt	5	1	-32	-11	-0.4
O=C1NC(=S)S/C1=C\c1coc2ccccc2c1=O	4	4	5	9	-22	151	2	-10	22	-3	-9.0
COc1ccc2c(c1)S(=O)(=O)c1ccccc1N2	3	-11	13	1	nt	103	-10	-4	nt	-1	-0.1
COc1ccc(CONS(=O)(=O)c2ccc(NC(C)=O)cc2)cc1Cl	3	-9	0	0	28	131	-6	-6	-28	2	1.3
CCOc1ccc(CCNC(=O)Cn2ccc3ccccc3c2=O)cc1OCC	27	-1	-3	2	18	116	4	12	-18	0	0.9
Nc1nnc(SCC(=O)Nc2cccc(S(=O)(=O)N3CCCCC3)c2)s1	-5	-3	9	2	9	nt	3	-2	-9	-20	-0.5
COc1cc(C2NC(=O)NC(C)=C2C(=O)OC(C)C)ccc1OC(=O)c1ccco1 (configuration not stated)	1	-17	6	1	-9	106	-5	26	9	-13	-0.5
CC1(C)CC(=O)N(c2cc(Cl)ccc2Cl)C(=O)C1	-3	5	-1	-3	-27	109	1	-17	27	-1	-0.4
Cc1cccc(-n2cnc(C(=O)Nc3cccnc3)c2)n1	-3	1	?	5	-5	109	-7	-8	5	11	1.5
O=C(Nc1ncn[nH]1)c1cc(S(=O)(=O)Nc2cccc(C(F)(F)F)c2)ccc1Cl	5	58*	-3	-3	-13	95	5	72	13	-5	0.3
C/C(=N/NS(=O)(=O)c1cc(C)ccc1C)c1ccc2c(c1)OCO2	-7	-8	-6	0	-17	105	2	1	17	-4	-2.1
Cn1cc(S(=O)(=O)CC(=O)N2CCc3ccccc32)c2ccccc21	18	0	-10	nt	-11	104	-5	-13	11	-7	0.9
COc1cccc(-n2c(Cc3cc(=O)[nH]c(=O)[nH]3)nnc2SCC(=O)NC2CCCC2)c1	4	-6	24	nt	-1	112	-7	44	1	6	2.1
Cc1cc(-c2csc3ncnc(N4CCN(C)CC4)c23)cc(C)c1C	25	0	nt	19	nt	98	0	11	nt	-5	-0.4
Cc1csc(NC(=O)CS(=O)(=O)Cc2ccccc2)n1	17	-11	7	1	-4	96	3	-29	4	5	-0.4
COC(=O)Nc1sc2c(c1C(=O)N1CCOCC1)CCC(C)C2 (configuration not stated)	3	-1	-8	-1	-13	102	-1	9	13	-4	-1.4
Nc1nc(SCC(=O)Nc2ccccc2)[nH]c(=O)c1NC(=O)c1cccs1	2	3	nt	nt	-7	79	3	-10	7	-7	-1.0
CCOc1ccccc1OCC(=O)NN1Cc2ccccc2C1=N	4	3	-1	-48	-24	98	-11	-19	24	-5	0.0
Cn1c(C(=O)OCC(=O)NCc2ccc(F)cc2)cc2occc21	44	15	-8	0	1	102	-15	301	-1	-1	1.0
O=C(O)c1ccc(CN2C(=O)c3ccccc3S2(=O)=O)cc1	0	-5	-7	0	-8	116	-7	-10	8	-4	0.3
Cc1nc2ccccc2c2c1CC(C(C)(Cl)Br)O2 (configuration not stated)	40	0	-23	nt	nt	103	-1	-28	nt	-6	0.5
Cc1cc2ccccc2n1CCNC(=O)C(C)(C)C	1	-11	nt	nt	-2	95	10	9	2	-1	0.4
COC(=O)c1cnc(Oc2ccc(NC(=O)NC(=O)c3c(F)cccc3Cl)cc2)cc1C(F)(F)F	-2	2	-23	0	37	109	-5	22	-37	-9	0.3

Continued:
SMILES	Arrestin-AP2 inh	dFosB act	MITF TRPM1 HTS	NSD2 inh	SR-BI DiI inh	DSG3 Ab inh	PKA-R2B activ	SUMO Mot1 rescue	SR-BI uptake up	PKA-R1A activ	CDK5 inh
O=C(CCN1C(=O)c2ccccc2C1=O)Nc1cccc(O)c1	-14	3	15	-2	10	100	2	-12	-10	-2	0.7
COc1ccc(NC(=O)C(CC(=O)O)Cc2ccc(Cl)cc2)cc1 (configuration not stated)	18	-1	nt	-4	-52	108	-4	22	52	-4	0.3
CCCCNC(=O)CNC(=S)N(Cc1ccccc1)Cc1cccnc1	13	-10	2	-2	-30	124	-6	-3	30	2	0.3
CCOc1ccc(NC(=O)CSc2nc(=O)n(CCCN3CCOCC3)c3c2CCC3)cc1	11	-8	15	3	-4	99	2	-12	4	0	-0.4
Cc1cc(NC(=O)CSc2nnc(CNc3cccc(C(F)(F)F)c3)n2Cc2ccco2)no1	42	-6	-12	-1	-22	98	3	3	22	-1	0.5
COc1cccc(C(=O)Oc2cc(N)n(S(=O)(=O)c3ccc(C)cc3)n2)c1OC	-5	-11	0	nt	-33	nt	-4	14	33	-14	-3.1
CC1CC2CCCC(O)=C2C(=O)O1 (configuration not stated)	5	11	17	nt	-2	103	-9	nt	2	-8	-0.3
O=C(C1CCCO1)N1CCN(C(=S)Nc2cc(F)cc(F)c2)CC1 (configuration not stated)	-15	-3	-3	-2	-16	nt	-11	6	16	10	0.8
COc1cccc(-c2cc(C(=O)N3CCc4ccccc4C3)[nH]n2)c1	14	-3	31	5	-10	97	-9	-1	10	-9	nt
c1ccc2[nH]c(SCc3cn4cccnc4n3)nc2c1	-6	-4	12	2	7	102	10	9	-7	-2	-2.5
O=C(Nc1cccnc1)OC1CCCCC1	-7	-6	14	-8	0	123	-4	-24	0	-15	0.3
Cc1ccc(NC(=O)CN(C)C(=O)CSc2nc(C)cc(C)n2)cc1	-20	-4	0	-1	9	120	-10	-12	-9	-3	-2.8
COc1ccc(CC(=O)Nc2ccccc2N2CCCC2)cc1	6	-9	6	0	19	100	3	19	-19	5	-0.5

Compound activity (PubChem BioAssay)
